E-sel inducer: E-selectin induction on HUVECs; actives 0.37% (n = 260,000); P16581; HUVEC E-selectin immunofluorescence imaging; normalized: neutral wells 0, TNF-alpha wells 100; AID 686992; activation, % at 7.58 µM;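 active means mean E-selectin-positive cell signal at least 10% of the positive control, reached in at least 60% of replicates, without over 20% cell loss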;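 further: in these data hits start at about 27%; measured in HUVEC primary endothelial cells; signal is the percent of cells scored E-selectin positive by PE staining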
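System: HUVEC / Compound: single concentration / Signal: immunofluorescence imaging / Read-out: percent E-selectin-positive cells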
RAD54 inh: RAD54 (human) branch migration inhibition. Q92698. RAD54 Holliday junction branch migration, FAM/BHQ fluorescence. inhibition, % at 10.4 µM. actives 0.14% (n = 360,000). AID 602329;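 active means mean normalized replicate activity at least 40 and at least half of replicates scoring 40 or more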;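 further: 0% = median of neutral control wells and 100% = median of positive control wells; inhibitors cause a drop in the FAM fluorescence signal; in these data hits start at about 50%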
PGC1a acetyl inh: modulators of PGC1a acetylation; AID 651687; actives 0.17% (n = 350,000); inhibition, % at 15.6 µM; U2OS PGC1a acetylation, AlphaScreen anti-acetyl-lysine; with virally co-expressed GCN5 acetyltransferase;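 active means every replicate shows inhibition of at least 40%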;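 further: 0% = neutral control wells and 100% = positive control wells; some results beyond the cut were filed as inactive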
RAD52 anneal inh: inhibitors of human RAD52 DNA annealing. P43351. recombinant RAD52 DNA annealing, FRET fluorescence. inhibition, % at 18.7 µM. actives 0.46% (n = 360,000);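 active means every replicate showing at least 50% inhibition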
ERAP1 inh: blocks human ERAP1 aminopeptidase activity | inhibition, % at 10.7 µM | AID 652197 | Q9NZ08 | recombinant ERAP1, Leu-AMC fluorescence, 60 min | actives 0.15% (n = 340,000);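 active means mean replicate inhibition of at least 30%, or all replicates individually reaching that 30% level; inactive means mean below 30% and not every replicate reaching it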;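 further: 0% = neutral control wells and 100% = L-leucinethiol positive control wells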
Target sequence (Q9NZ08 whole entry, looked up): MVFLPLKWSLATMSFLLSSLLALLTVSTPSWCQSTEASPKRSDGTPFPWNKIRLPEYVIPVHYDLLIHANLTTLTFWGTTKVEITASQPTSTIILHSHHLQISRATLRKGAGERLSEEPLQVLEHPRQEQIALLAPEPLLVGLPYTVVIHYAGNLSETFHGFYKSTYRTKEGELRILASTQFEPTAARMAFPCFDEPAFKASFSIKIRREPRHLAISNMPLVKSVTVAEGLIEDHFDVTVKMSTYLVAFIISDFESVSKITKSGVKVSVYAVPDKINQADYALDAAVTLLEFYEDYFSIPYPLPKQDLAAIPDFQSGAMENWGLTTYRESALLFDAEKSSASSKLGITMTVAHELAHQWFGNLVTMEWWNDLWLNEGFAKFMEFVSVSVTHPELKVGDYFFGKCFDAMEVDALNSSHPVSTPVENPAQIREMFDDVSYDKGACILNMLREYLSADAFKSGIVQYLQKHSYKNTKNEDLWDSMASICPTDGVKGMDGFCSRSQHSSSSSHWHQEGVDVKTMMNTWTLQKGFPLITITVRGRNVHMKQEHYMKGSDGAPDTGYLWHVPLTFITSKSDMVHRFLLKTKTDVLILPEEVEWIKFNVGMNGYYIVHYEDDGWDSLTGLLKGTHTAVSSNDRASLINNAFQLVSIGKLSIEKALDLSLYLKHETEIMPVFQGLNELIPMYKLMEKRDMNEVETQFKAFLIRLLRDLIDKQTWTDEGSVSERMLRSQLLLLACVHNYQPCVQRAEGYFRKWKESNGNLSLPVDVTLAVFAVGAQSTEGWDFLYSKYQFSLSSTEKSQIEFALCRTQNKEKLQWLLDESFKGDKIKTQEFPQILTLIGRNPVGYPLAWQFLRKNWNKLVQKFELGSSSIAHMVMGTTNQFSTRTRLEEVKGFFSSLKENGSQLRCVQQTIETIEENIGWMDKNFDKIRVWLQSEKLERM
miR122 inh: inhibitors of miR-122 in Huh7 cells; Huh7 miR-122 Renilla luciferase sensor, 48 h; neutral wells = 0, positive control = 100; activation (reporter increase), % at 12.5 µM; actives 0.3% (n = 340,000); AID 602342;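 active means mean replicate activation score at least 90 and every replicate individually at or above 90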;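 further: higher luciferase means less miR-122 activity so hits act as miR-122 inhibitors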
PglD DTNB: PglD (C. jejuni) enzyme inhibition; purified PglD enzyme, DTNB colorimetric CoA detection; inhibition, % at 12.5 µM; actives 0.098% (n = 360,000); AID 602405; in the data active means inhibition above about 16%, passing the limit was not always enough; further: strong numbers were not always called active
Cneo AK release: causes C. neoformans cell lysis; adenylate kinase release luminescence, 4 h; normalised: neutral wells 0, clomiphene wells 100; lysis activity, % at 15 µM; actives 0.2% (n = 360,000); AID 651654;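 active means mean lysis activity across replicates of at least 80%, whatever share of replicates individually reach that level; inactive means mean lysis activity below 80%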
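Material – Cryptococcus neoformans yeast cells · Quantity – 5 × 10^6 yeast cells/mL · Buffer or medium – YPD medium · Compound – single dose · Timing – 4 h static compound exposure, 37 °C, read 1 h post-reagent · Signal – adenylate kinase release luminescence · Read-out basis – lysis from increased AK signal · Benchmarks – Clomiphene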
Active calls of the source: *; x = not tested or not shown; & = joins results of further samples; [ ] = another dose, or the depositor's remark.

SMILES	E-sel inducer	RAD54 inh	PGC1a acetyl inh	RAD52 anneal inh	ERAP1 inh	miR122 inh	PglD DTNB	Cneo AK release
Cc1ccc(C(=O)COc2cccc(NC(=O)c3ccco3)c2)cc1	x	-6	-4	x	x	1	7	-5
Cc1cc(OCC(=O)N2CCC(O)CC2)c2c(C)cc(=O)oc2c1	x	4	4	x	x	-1	-3	1
O=C(OCCN1C(=O)c2ccccc2C1=O)[C@@H]1CC(O)CN1S(=O)(=O)c1ccccc1[N+](=O)[O-] (stereo not given in full)	x	-3	x	-11	1	x	5	-1
CCOC(=O)N1CCN(S(=O)(=O)c2ccc3c(c2)SCC(=O)N3)CC1	x	3	-26	x	x	-1	1	-2
COc1ccc(-c2n[nH]c3c2CN(C(=O)c2ccccc2)CC3)cc1	x	2	2	-11	-2	2	2	0
CC(C)NC(=O)N1[C@@H]2Cn3c(cccc3=O)[C@H]1[C@@H](C(=O)N1CCC(Cc3ccccc3)CC1)[C@@H]2CO	-0.6	x	2	-10	3	x	x	x
CC(=O)c1cccc(NC(=O)c2cc(S(=O)(=O)N3CCOCC3)cs2)c1	0.6	12	x	-1	-2	x	-4	-1
O=C1CCCC/C1=C\Nc1ccc(S(=O)(=O)Nc2cnc3ccccc3n2)cc1	-0.2	-10	8	-26	-2	0	12	2
CCCC(=O)C1=C(O)C(C(=O)OC)C(C)(C)CC1=NC (stereo not given)	x	-16	-6	x	x	-2	-3	9
Cc1ccc(O)c(C(=O)c2cc(C#N)c3nc4ccccc4n3c2)c1	x	x	11	-27	2	7	x	x
C[C@@H]1CN([C@@H](C)CO)C(=O)c2cccc(NC(=O)c3nc4ccccc4s3)c2O[C@H]1CN(C)S(=O)(=O)c1ccc(Cl)cc1	-0.3	-5	3	1	-2	-2[16.7 µM]	3	-4
O=C(Nc1ccc2oc(-c3ccccc3)nc2c1)c1cccnc1	x	3	-15	x	x	7	6	4
O=C(NCc1cccnc1)c1ccc(NC(=O)c2ccco2)cc1	x	-5	-3	x	x	-3	5	0
CC(=O)c1cccc(NC(=O)Cn2cnc(S(=O)(=O)N3CCC(C)CC3)c2)c1	x	6	-1	x	x	-2	11	-1
CC(=O)C1=C(Nc2ccccc2)CC(C)(O)C(C(C)=O)C1c1ccccc1 (stereo not given)	1.6	-7	5	-7	6	x	-4	1
CN(C)S(=O)(=O)c1ccc(C(=O)NCc2nnc(SCC(=O)N3CCCCCC3)o2)cc1	-0.1	6	0	-8	2	-4	-1	-6
O=C(O)c1c(NC(=O)N2CCOCC2)sc2c1CCCC2	-0.1	-2	x	-14	-1	-5	-2	-3
CNC[C@H]1Oc2cc(-c3cncnc3)ccc2S(=O)(=O)N([C@@H](C)CO)C[C@@H]1C	2.7	-1	18	-93	-4	7[16.7 µM]	1	-28
C[C@@H]1CN([C@@H](C)CO)C(=O)c2cccc(NC(=O)CCCCCC(=O)Nc3ccccc3N)c2O[C@@H]1CN(C)S(=O)(=O)c1ccccc1	0.1	x	5	-46	3	x	x	x
C[C@H](CO)N1C[C@H](C)[C@@H](CN(C)Cc2ccc(Oc3ccccc3)cc2)Oc2ccc(NC(=O)Nc3ccc(C(F)(F)F)cc3)cc2CC1=O	36*	1	-11	x	x	-23[16.7 µM]	1	1
Cc1cc(C)c(S(=O)(=O)Nc2ncccc2C)c(C)c1	x	1	5	-18	-4	30	1	3
COCC(Cc1ccccc1)NC(=O)Cn1cc(C)c(=O)[nH]c1=O (stereo not given)	x	11	11	-18	-1	-2	2	5
COc1cc(C#N)c(NC(=O)CN2CCC(C(N)=O)CC2)cc1OC	1.1	x	2	7	-1	x	x	x
CCN(CC)c1ccc([N+](=O)[O-])cc1C(=O)O	-0.1	-5	-7	15	3	-10	-13	-2
Cc1ccc(NC(=O)CSc2ncnc3ccccc23)cc1S(=O)(=O)N1CCCCCC1	x	2	x	-76	-2	6	2	0
CCCCCOc1ccc(NS(C)(=O)=O)cc1	x	-3	-8	x	x	-6	-2	3
C[C@@H]1CCCCO[C@H](CN(C)Cc2ccc(Cl)c(Cl)c2)[C@@H](C)CN([C@H](C)CO)C(=O)c2cc(NC(=O)Nc3cccc4ccccc34)ccc2O1	0.0	0	-6	18	-5	-1[16.7 µM]	13	-2
Cc1ccc(S(=O)(=O)N(C)C[C@H]2Oc3ccc(NS(=O)(=O)c4ccc(F)cc4)cc3C(=O)N([C@H](C)CO)C[C@H]2C)cc1	-0.1	-3	7	x	x	57[16.7 µM]	0	7
CCOC(=O)c1ccc(NC(=O)C2CC(=O)N=C(N)S2)cc1 (stereo not given)	-0.1	x	1	-7	-3	-11	x	x
CCN(CC)S(=O)(=O)c1cc(C(=O)Oc2cccc(-c3cnc4ccccc4n3)c2)ccc1Br	x	0	-5	x	x	5	-3	-3
CCOc1ccc(Nc2nc(N)nc(CSC(=S)N3CCOCC3)n2)cc1	x	2	x	-8	x	1	7	-4
CC(C)NC(=O)Nc1ccc2c(c1)C(=O)N(C)[C@@H]1CC[C@@H](CC(=O)NCC(F)(F)F)O[C@@H]1CO2	105*	-8	3	x	x	-37[16.7 µM]	5	59
O=C1OCCN1N=Cc1ccco1	0.0	1	3	-5	0	x	8	1
O=C(COc1ncnc2ccccc12)N1CCN(C(=O)c2ccco2)CC1	x	2	4	x	x	0	-1	0
Cc1ccc(C(=O)NNC(=O)c2ccncc2)cc1S(=O)(=O)N1CCOCC1	0.3	-7	x	-2	-2	0	-11	4
COCCNC(=O)Cn1nc(-c2ccc(C)cc2)c2ccccc2c1=O	0.0	5	3	-14	-4	-3	0	0
CCCOc1ccc([N+](=O)[O-])c(N)c1	x	15	-5	-8	0	-5	1	1
CC(=O)/C(N=Nc1ccc(SC(F)F)cc1)=C(\C)O	10	x	-10	-7	-1	0	x	x
Oc1[nH]c2ccccc2c1N=Nc1nc2ccccc2s1	x	1	5	x	x	-5	0	-9
CCCn1c(-c2ccc(F)cc2)n[nH]c1=S	x	6	0	x	x	-10	1	2
COc1ccc2c(c1)C(=O)C1(CC2)OC1c1cccnc1 (stereo not given)	x	3	x	-1	0	x	1	0
COc1ccccc1OCC(=O)OC/C(O)=C(\C#N)c1nc2ccccc2[nH]1	x	9	13	-26	1	-7	-4	-1
COc1cc(OC)c(C(=O)NCC2CCCO2)cc1OC (stereo not given)	0.4	7	1	-11	-1	-8	3	5
C[C@@H]1CCCCO[C@H](CN(C)C(=O)Nc2ccc(C(F)(F)F)cc2)[C@@H](C)CN([C@@H](C)CO)C(=O)c2cc(NC(=O)Nc3cccc4ccccc34)ccc2O1	1.0	-3	x	-21	1	4[16.7 µM]	0	0
Cc1csc2nc(O)c(C(=O)NC3CCCCCC3)c(=O)n12	2.0	-10	x	-3	-2	x	-1	2
O=c1ccc(=O)n2n1CC(O)C2	x	-5	5	x	x	-4	-4	2
COc1ccc(NC(=O)Nc2ccc3nonc3c2)cc1	x	2	4	-23	x	0	-4	1
CCC(C)Sc1ccc(-c2nc3ccc(C)cn3c2NC2CCCCC2)cc1 (stereo not given)	x	1	-4	x	x	13	0	1
COc1ccc(NC(=O)N[C@@H]2CC[C@H](CCn3cc(-c4ccc(F)cc4)nn3)O[C@@H]2CO)cc1	-0.1	1	1	1	-6	x	6	3
Nc1cnn(C2CCCO2)c(=O)n1 (stereo not given)	x	6	2	x	x	x	-2	-3

Following part:
SMILES	E-sel inducer	RAD54 inh	PGC1a acetyl inh	RAD52 anneal inh	ERAP1 inh	miR122 inh	PglD DTNB	Cneo AK release
CCOc1cc(NC(=S)NCCCN(C)C)c(OCC)cc1NC(=O)C1CC1	2.3	9	13	14	4	2	-1	1
Cc1cccc(C(=O)OCC(=O)Nc2ccc(N3CCCCC3)cc2)c1O	x	12	8	x	x	-5	-9	-2
Cn1c(SCC(=O)N2CCN(c3ccccc3)CC2)nnc1-c1c[nH]c2ccccc12	-0.1	-7	x	-11	2	-7	-3	1
COC(=O)Cc1ccc2oc(-c3cccnc3)nc2c1	x	5	-6	-7	-1	-4	-3	-3
C[C@@H]1CCCCO[C@H](CN(C)Cc2ccncc2)[C@H](C)CN([C@H](C)CO)C(=O)c2cc(NS(=O)(=O)c3cccs3)ccc2O1	0.0	2	14	-4	0	7[16.7 µM]	-2	-1
C/C=C/c1ccc2c(c1)O[C@@H](CN(C)Cc1ccccc1F)[C@H](C)CN([C@H](C)CO)S2(=O)=O	-0.1	2	6	12	-1	-2[16.7 µM]	1	16
O=C(NCCCN1CCOCC1)c1cc(-c2ccc(Br)cc2)on1	x	-1	14	x	x	-11	2	0
CSc1nsc(SCc2cnc(C)nc2N)n1	x	-14	-1	x	x	-1	-7	-1
Cc1ccc2c(C)c(C(=O)N(Cc3cccs3)C3CCS(=O)(=O)C3)oc2c1 (stereo not given)	x	-9	-14	x	x	3	-4	-4
C[C@@H]1CN([C@H](C)CO)C(=O)c2cc(Br)cnc2O[C@@H]1CN(C)C(=O)c1cccc(F)c1	0.3&-0.3	-9&0	5&-1	-2&-7	3&-1	-3	-2&0	-4&-3
CCOc1ccccc1-n1c(SCC(N)=O)nc2ccccc2c1=O	x	6	13	x	x	-5	0	-1
CCCNC(=O)N(C)C[C@@H]1Oc2cc(C#Cc3cccc(F)c3)ccc2S(=O)(=O)N([C@@H](C)CO)C[C@@H]1C	0.1	0	-7	-11	-4	4[16.7 µM]	0	-3
O=C1N(c2ccccc2C(F)(F)F)O[C@@]1(c1ccccc1)C1CCCC1	1.2	1	x	-5	0	x	-4	0
C[C@@H]1CCCCO[C@H](CN(C)S(=O)(=O)c2ccc(Cl)cc2)[C@H](C)CN([C@H](C)CO)C(=O)c2cc(NC(=O)NC3CCCCC3)ccc2O1	0.4	6	-5	32	-2	-3[16.7 µM]	0	-1
COCC(C)N=C1SCCN1Cc1ccccc1 (stereo not given)	x	6	x	0	-3	x	0	-3
C[C@@H]1CN([C@H](C)CO)C(=O)CCCn2cc(nn2)CO[C@@H]1CN(C)CC1CCCC1	0.2	6	6	0	-1	7[16.7 µM]	4	8
CNc1nc(N)c([N+](=O)[O-])c(NCc2ccccc2)n1	-1.4	3	x	-20	4	-3	3	-1
S=C(Nc1ccccc1)N(Cc1ccccc1)Cc1ccncc1	0.1	9	1	-31	-1	2	-2	1
CC(C)Cc1nnc(NC(=O)CCC(=O)N2CCC(C)CC2)s1	x	4	-1	-3	-2	19	4	-1
O=C(O)C1CCCCC1C(=O)Nc1nccs1 (stereo not given)	x	-6	4	x	x	4	5	1

Copied from the list:
Under RAD54 inh, `CCOc1ccccc1-n1c(SCC(N)=O)nc2ccccc2c1=O` reads 6
Under RAD54 inh, `CC(C)Cc1nnc(NC(=O)CCC(=O)N2CCC(C)CC2)s1` reads 4

(list continues)
SMILES	E-sel inducer	RAD54 inh	PGC1a acetyl inh	RAD52 anneal inh	ERAP1 inh	miR122 inh	PglD DTNB	Cneo AK release
CC(C)C#Cc1cnc2c(c1)C(=O)N([C@@H](C)CO)C[C@H](C)[C@H](CN(C)C(=O)c1cccc(F)c1)O2	0.0	-5	-4	12	-1	1[16.7 µM]	-4	4
NC(=O)CC(NC(=O)c1cccc(Br)c1)c1ccc(NCC2CC2)c([N+](=O)[O-])c1 (stereo not given)	0.4	-6	x	-9	2	x	-2	0
O=C(O)CC(Cn1[nH]nnc1=S)c1ccccc1 (stereo not given)	x	-8	x	x	x	-7	2	0
CC(C)(O)C#Cc1ccc(C(=O)NC(CCCNC(N)=O)C(=O)O)s1 (stereo not given)	x	1	82*	-9	0	-3	6	1
